All columns: NCI-60 one-dose screen, growth in % after 48 h at 10 µM unless noted; 100 = growth as untreated, 0 = no growth, -100 = all killed.
NCI-H23: NCI-H23 lung cancer; 80,000 compounds, 4% hits; AID 1794731
SK-OV-3: SK-OV-3 ovarian cancer cells. 80,000 compounds, 3.2% hits
OVCAR-4: OVCAR-4 ovarian cancer cells; 80,000 compounds, 3.7% hits
NCI-H226: NCI-H226 lung cancer; 79,000 compounds, 3.5% hits; AID 1794732
NCI-H522: NCI-H522 lung cancer | 78,000 compounds, 8% hits
NCI-H460: NCI-H460 lung cancer; 82,000 compounds, 6.8% hits; AID 1794736
NCI-H322M: NCI-H322M lung cancer; 80,000 compounds, 2.7% hits; AID 1794733
NCI/ADR-RES: NCI/ADR-RES ovarian cells; AID 1794790; 81,000 compounds, 4.4% hits
IGROV1: IGROV1 ovarian cancer; 79,000 compounds, 4.7% hits
Starred values were filed as active, the others as inactive; / = no result given; & = joins results of further samples; [ ] = remark or other dose. Rule for the calls: active = growth percent below 10; inactive = the rest. Compounds as they come (roughly 11% active in at least one column).

SMILES	NCI-H23	SK-OV-3	OVCAR-4	NCI-H226	NCI-H522	NCI-H460	NCI-H322M	NCI/ADR-RES	IGROV1
S=C(S)N(Cc1ccccc1)Cc1ccccc1 (tested in a mixture with another compound)	53	61	48	70	70	23	63	41	48
COc1ccc(COC(=O)Sc2nc(C)cc(C)n2)cc1	103	102	105	107	101	113	117	107	105
Cc1ccc(Nc2nnc(-c3cc(F)c(F)c(F)c3)o2)cc1	87	105	120	101	91	108	96	103	54
O=C(Cn1c(-c2cc3ccccc3oc2=O)nc2ccc(F)cc21)Nc1nc2ccccc2s1	91	107	95	95	78	97	92	88	84
Cc1ccc2nc3[nH]c(=O)sc3cc2c1	98	108	99	92	94	106	100	98	101
c1ccc2[nH]c(CCCCCc3nc4ccccc4[nH]3)nc2c1	102	106	106	93	/	100	/	108	121
O=C1NC(=S)NC(=O)C1CC(=O)n1c(-c2ccccc2)nc2ccccc21	97	90	98	86	97	101	94	104	84
CN1CCc2c(sc3ncnc(N/N=C/c4ccc(F)cc4)c23)C1	98	94	96	74	98	106	96	96	89
CCOC(=O)c1cc(C(=O)c2cc(OC)cc(OC)c2)n2c1ccc1c3cccnc3ccc12	93	72	95	100	81	98	/	96	87
COc1ccc(-c2nc(NC(=O)c3ccc(OC)c(OC)c3)n[nH]2)cc1	100	91	107	98	103	101	109	101	115
CCCCCc1ccc(S(=O)(=O)Nc2cc(-c3csc(NC(=O)CN4CCN(C)CC4)n3)ccc2OC)cc1	50	73	42	75	-52*	-61*	5.3*	42	14
COC(=O)c1nc[nH]c1[N+](=O)[O-]	107	112	104	98	92	100	113	116	101
CSCCC(NC=O)C(=O)O (stereo unspecified)	104	98	104	104	102	109	105	111	/
CC(=O)c1cccc(OC(=O)Oc2cccc(C(C)=O)c2)c1	107	99	104	93	95	105	102	108	105
CC(=O)OC1C=CN(C(C)=O)C(SC(C)(C)C)C1(C)O (stereo unspecified)	102	109	98	99	98	104	100	/	113
c1ccc2sc(SCN3CCOCC3)nc2c1	103	100	/	96	100	110	108	104	/
N/C(=N\S(=O)(=O)c1ccc2ccccc2c1)Nc1nc2ccccc2[nH]1	90	81	99	93	73	93	85	88	80
O=c1[nH]c2c(c(=O)[nH]1)OCN(Cc1ccccc1)C2	108	103	115	111	99	114	126	112	117
Cc1cc(-c2ccccc2)cc(=O)[nH]1	101	103	116	98	88	105	/	107	104
COc1ccc(N)c2c1C(=O)c1ccccc1C2=O	100	89	109	93	89	98	91	110	89
CC(=O)O[C@H]1C[C@@]2(C)[C@@H](C[C@@H](O)[C@H]3[C@@]4(C)CC[C@H](NCc5ccccc5)[C@@H](C)[C@@H]4CC[C@@]32C)/C1=C(\CCC=C(C)C)C(=O)O	78	/	67	/	76	86	90	77	63
O=Nc1ccc(O)cc1	95&79	107&108	106&108	109&96	78&88	97&109	97&104	85&89	82&92
CCCOc1ccc(/C=N/Nc2cc(C)nc3ccc(Br)cc23)cc1	87	91	88	93	101	70	94	97	90
O=C(CN1C(=O)/C(=C/c2ccco2)SC1=S)NCCc1c[nH]c2ccccc12	93	83	105	86	86	102	97	97	82
CCOC(=O)c1c(CNCC(C)O)nc2ccc(Cl)cc2c1-c1ccccc1 (stereo unspecified)	98	95	100	88	99	113	88	90	100

Carrying on.
SMILES	NCI-H23	SK-OV-3	OVCAR-4	NCI-H226	NCI-H522	NCI-H460	NCI-H322M	NCI/ADR-RES	IGROV1
O=C(CSc1nc2ccccc2c(=O)n1CCc1ccccc1)Nc1ccc(F)cc1	88	75	93	102	69	92	83	94	85
CCOCc1nc2nc(Cl)c(Cl)nc2[nH]1	102	102	101	/	93	108	104	103	108
c1ccc2c(c1)nc(CN1CCOCC1)n1cc(N3CCCC3)nc21	94	90	111	94	106	117	103	99	/
Cn1cc(-c2nc(N)nnc2-c2c[nH]c3ccc(F)cc23)c2cc(Br)cnc21	/	20	30	1.0*	-52*	0.6*	35	0.2*	16
COc1cccc2cc(-c3cc4ccccc4[nH]3)c(=NC(=O)c3ccc(Cl)cc3)oc12	40	/	67	83	9.7*	85	93	53	54
CCCCCCN1C(=O)C2=C(c3ccc(Cl)cc3)Nc3c(c(C)nn3-c3ccccc3)C2c2ccccc21 (stereo unspecified)	99	96	90	78	81	106	91	98	100
CC1(C)CC(=O)NC(=O)C1	101	114	/	95	103	110	109	101	113
CSc1nc(N)nc(C)c1Br	95	114	117	103	92	105	102	96	105
O=C(COc1ccc(/C=C2\Oc3ccccc3C2=O)cc1)Nc1nc2c(s1)CCCC2	45	27	76	84	-75*	99	115	79	/
CC(=O)OC1=C2C(C[C@H]3[C@@H]4CC[C@@H]5C[C@H](O)CC[C@]5(C)[C@H]4C(=O)C[C@]23C)C(C(=O)O)=C(C(=O)O)C1 (stereo partly specified)	/	/	115	108	96	114	111	102	124
COc1ccc2sc3c(NCCCO)nc4ccccc4c3c(=O)c2c1	102	117	111	102	89	115	94	97	109
COc1c(N)c2c(c([N+](=O)[O-])c1OC)C(=O)OC2	120	105	/	110	99	113	100	114	105
CCN(CC)CCNC(=O)c1ccccc1C(=O)c1ccccc1	101	62	101	88	82	106	94	101	104
CC(=O)n1nc(-c2ccc(C)cc2)cc1-c1ccccn1	101	104	122	110	120	107	106	104	121
COc1cc(OC)c2oc(=O)cc(-c3nc4cc(Cl)c(F)cc4s3)c2c1	69	100	57	57	44	81	79	82	65
C=C(C)[C@@H]1CC[C@]2(C#N)CC[C@]3(C)[C@H](CC[C@@H]4[C@@]5(C)Cc6c([nH]c7ccccc67)C(C)(C)[C@@H]5CC[C@]43C)[C@@H]12	90	105	107	96	96	104	100	94	109
O=c1c(-c2n[nH]c(=S)n2-c2ccccc2)cnc2nc[nH]n12	99	121	110	104	90	105	90	113	99
O=c1c2ccccc2c2c3c1cccc3c1cccc3c(=O)c4ccccc4c2c31	103	83	106	91	89	104	110	/	97
Nc1nc2c(C(=O)Nc3ccccc3)c(Nc3ccccc3)nn2cc1-c1nc2ccccc2s1	99	98	104	83	94	104	101	99	104
CCCNC(=O)/C(=C/c1c[nH]c2ccccc12)NC(=O)/C=C/c1ccccc1	98	109	107	98	88	105	95	103	103
COC(=O)c1c(NC(=O)CN2CCc3cc(OC)c(OC)cc3C2)sc2c1CCC2	82	104	84	89	92	97	98	88	43
CCOC(=O)c1c(C)c2c(n1C)CSCC2=O	85[100 µM]	88[100 µM]	76[100 µM]	79[100 µM]	85[100 µM]	81[100 µM]	72[100 µM]	64[100 µM]	87[100 µM]
CC(=O)NNC(=S)/N=C\c1c(O)c2ccccc2oc1=O	96	105	111	100	90	105	109	93	107
CN1C(=O)N(C)C2(c3ccccc3)N(CC(=O)NCCc3ccccc3)C(=O)NC12c1ccccc1 (stereo unspecified)	104	103	108	99	92	106	106	101	102
C=CC(=O)Nc1ccc(C(=O)/C=C/c2ccc(N(C)CCF)cc2)c(O)c1	-27*	3.6*	20	-11*	-77*	-9.2*	26	0.8*	-54*

Other entries follow:
SMILES	NCI-H23	SK-OV-3	OVCAR-4	NCI-H226	NCI-H522	NCI-H460	NCI-H322M	NCI/ADR-RES	IGROV1
COC(=O)[C@H]1[C@H]2C[C@@H]3c4[nH]c5cc(OC)ccc5c4CCN3C[C@H]2C[C@@H](OC(=O)CC(C)=O)[C@@H]1OC	95	103	111	97	/	101	106	107	102
[2H]C1NC([2H])C([2H])(c2ccc(-n3cc4cccc(C(N)=O)c4n3)cc2)C([2H])C1[2H] (stereo unspecified)	82	94	103	92	90	81	86	90	74
CNC[C@H](O)c1cccc(O)c1	109	111	130	101	96	120	119	106	116
CC(=O)NCCc1nc2ccccc2n1Cc1ccc(C(C)C)cc1	99	111	79	91	97	104	100	94	104
O=c1c2ccccc2nc(CN2CCOCC2)n1/N=C/c1ccc([N+](=O)[O-])cc1	90	114	100	98	93	105	102	99	100
Cc1c(O)c(=O)ccn1-c1ccc2sc(N)nc2c1	101	103	90	87	58	105	92	88	103
Cc1c(Cl)c(=O)n2c(-c3ccc(Cl)cc3)csc2c1C#N	94	100	104	99	93	104	95	100	90
Nc1nc(-c2n[nH]c(=S)n2-c2ccc(Cl)cc2)cs1	98	96	107	/	89	109	96	110	108
O=C1N[C@H]2[C@H](CS[C@H]2CCCCC(=O)N(CCP(c2ccccc2)c2ccccc2)CCP(c2ccccc2)c2ccccc2)N1	68	111	88	89	58	41	79	101	-47*
COc1cc(CCCO)c(OC)c(OC)c1OC	104	107	102	102	106	108	96	104	109
Cc1ccc(S(=O)(=O)Nc2nnc(-c3ccc(Cl)cc3)s2)cc1	101	93	102	96	99	102	97	106	92
CCCCN(CCO)CC(O)Cn1cnc2c(N)ncnc21 (stereo unspecified)	100	96	98	105	97	106	100	107	107
Cc1ccn2c(C(=O)NCc3ccc(OCc4cn(Cc5ccccc5)nn4)cc3)c(C)nc2c1	70	/	87	78	79	107	92	78	82
Cc1ccc(S(=O)(=O)OC[C@@]2(C)CC[C@]3(C)CC[C@]4(C)C(=C3C2)C=C[C@@H]2[C@@]3(C)CCCNC(C)(C)[C@@H]3CC[C@]24C)cc1	59	104	-41*	67	-47*	-65*	27	-20*	-2.1*
COc1ccc([C@H]2Nc3c(c(C(C)(C)C)nn3-c3ccccc3)C(=O)[C@]23CCCC3=O)cc1	94	85	99	85	95	99	99	92	95
NS(=O)(=O)Oc1ccc2c(c1)O/C(=C\c1cccc3ccccc13)C2=O	97	92	115	105	79	109	91	100	98
CCC1(c2ccccc2)C(=O)NCNC1=O	103	110	108	99	103	116	/	103	/
Sc1ccc2ccccc2c1	102	107	111	113	113	113	129	108	114
CCCN1CC(c2ccc(OC)c(OC)c2)=C(c2c[nH]c3ccccc23)C1=O	94	/	93	87	88	100	89	89	83

High-throughput results: PubChem, NCI
